HepG2 tox: HepG2 cytotoxicity, counter-screen for TGF-b inhibitors | AID 588856 | HepG2 CAGA-GFP viability, ATP luminescence, 18 h | Potency, µM (top dose mostly 46.1 µM), without a hit: top-dose activity change, negative = cytotoxicity, most hits filed as cytotoxic | hit rate 0.76% among 410,000; further: potency means the concentration at half of the fitted maximal effect; some results filed as inactive show a strong effect at the top dose
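CellTiter-Glo luminescence gave cytotoxicity after 18 hours at 37 degrees C. The cells were HepG2 CAGA-GFP in 1% FBS DMEM, stimulated with 500 pg/mL TGF-beta after compound addition. %Activity was normalised to no-cell wells (complete cell-killing) and DMSO (no toxicity), and curves were fitted and classified.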
Nrf2 block: Nrf2 pathway inhibition; A549 ARE-Fluc reporter, luciferase luminescence, 18-24 h; Potency, µM (highest dose often 46 µM), without a hit: at the highest dose activity change, negative = inhibition, hits mostly inhibitors; hit rate 2.1% among 360,000; further: potency means the concentration at half of the fitted maximal effect; on the % scale 0 is the no-effect control and ±100 the full control effect; nearly all actives have a fitted effect of over 60% in size
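Two sequential reads on A549 ARE_Fluc cells exposed to compound for 18-24 h: a CellTiter-Fluor fluorescence read for viability, then a luciferase luminescence read for Nrf2/ARE activity.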
MmCpn inh: inhibitors of Methanococcus maripaludis chaperonin (MmCpn); purified Mm-Cpn ATPase, ADP Transcreener TR-FRET; AID 504842; Potency, µM (doses to about 76.9 µM), inactives show at the top dose activity, negative = inhibition, most hits filed as inhibitors; hit rate 0.031% among 330,000; further: potency means the concentration at half of the fitted maximal effect; on the % scale 0 is the no-effect control and ±100 the full control effect; nearly all actives have a fitted effect of over 80% in size
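ATP (10 uM final) was added to archaeal chaperonin (25 nM final) after 10 min exposure to test compound at 37°C; after 30 min further incubation, ADP was detected by competitive TR-FRET.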
TGFb SMAD3 inh: inhibitors of TGF-b signaling | hit rate 1.2% among 410,000 | HepG2 CAGA-GFP TGF-b/SMAD3 reporter, GFP fluorescence, 18 h; TGF-beta stimulated, 500 pg/mL final | Potency, µM (highest dose often 46.1 µM), for inactives: at the highest dose activity, negative = inhibition, most hits filed as inhibitors; further: potency means the concentration at half of the fitted maximal effect; on the % scale 0 is the no-effect control and ±100 the full control effect; nearly all actives have a fitted effect of over 65% in size
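Per well, imaged GFP fluorescence of HEPG2 CAGA-GFP cells gives the signal; cells get compound, then TGF-beta (500 pg/mL final), 18 h at 37 degrees C; %Activity versus -TGF-beta and +DMSO controls.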
A549 tox: A549 cytotoxicity, counter-screen for Nrf2 inhibitors. A549 ARE-Fluc cells, CellTiter-Fluor viability, 18-24 h. Potency, µM (series often up to 46 µM), without a hit: at the top dose activity change, negative = cytotoxicity, usual class: inhibitors. hit rate 0.16% among 390,000. AID 504648; further: potency means the concentration at half of the fitted maximal effect; on the % scale 0 is the no-effect control and ±100 the full control effect
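A549 ARE_Fluc cells in 5% FBS OPTI-MEM were exposed to compounds in concentration-response for 18-24 h at 37 deg C. Viability was read by CellTiter-Fluor fluorescence (Ex 405/Em 525) after 30 min, before the luciferase read.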
Nrf2 activator: activators of Nrf2 (ARE) signaling | AREc32 ARE-luciferase reporter (MCF7-derived line), luminescence, 24 h | Potency, µM (doses to about 46.1 µM), for inactives: at the top dose activation, hits mostly activators | hit rate 0.31% among 410,000; further: potency means the concentration at half of the fitted maximal effect; % of control where 0% means no effect; nearly all actives have a fitted effect of over 65% in size
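Reporter line AREc32 (ARE-Fluc), seeded overnight in OPTI-MEM with 5% FBS; compound pin-transferred, 24 hr at 37 deg C, 5% CO2; luminescent read-out.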
Akt phos inh: Akt phosphorylation inhibition. Neuro2A IGF-stimulated pAkt S473 HTRF, 20 min; hits give low values. activity change, % for hits at 50 µM. hit rate 0.32% among 360,000; in the data active means activity change below about -80%; inconclusive means mostly about -51% to -80%; further: on the % scale 0 is the no-effect control and ±100 the full control effect
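Single-point screen (50 µM final compound) in Neuro2A cells stimulated 20 min with 6 nM IGF at 37 deg C. After lysis, Ser473-phosphorylated Akt read by HTRF (ex 330 nm, em 615/665 nm) as the 665/615 ratio.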
CCT chaperon mod: modulators of cytosolic chaperonin (CCT/TRiC) activity; purified chaperonin ATPase assay, HTRF ADP detection, 30 min; activity change, % (test concentration not listed), hits read low; hit rate 0.3% among 360,000; in the data active means activity change below about -30%; further: on the % scale 0 is the no-effect control and ±100 the full control effect
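Enzyme 40 or 20 nM (batch-dependent) in Tris pH 7.4/KCl/MgCl2/DTT; cpd 76 uM single point; ATP 10 uM; 30 min 37 °C; Transcreener ADP HTRF detection, 30 min RT; ratio 665/615.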
S2 tox: cell viability loss in ATXN counter-screen; Potency, µM (highest dose often 56.7 µM), usual class: cytotoxic; hit rate 0.49% among 400,000; S2 cells (HEK-293 line with an ATXN2-luciferase reporter) viability, CellTiter-Fluor protease fluorescence, 24 h; further: potency means the concentration at half of the fitted maximal effect; nearly all actives have a fitted effect of over 40% in size
Numbers without * were called inactive; i = inactive; ? = inconclusive; · = no result given; & = joins results of further samples; [ ] = another dose, or the depositor's remark. Unless noted, the call rests on the fitted dose curve; in most records, active means well fitted curve in the direction sought with a large enough effect; inconclusive means small, poorly fitted or top-dose-only effect, or another doubt; inactive means no such curve, though single readings can be large; an effect the other way counts as inactive or inconclusive.

SMILES	HepG2 tox	Nrf2 block	MmCpn inh	TGFb SMAD3 inh	A549 tox	Nrf2 activator	Akt phos inh	CCT chaperon mod	S2 tox
COC(=O)c1ccc2nc(-c3ccc(Cl)cc3)c(Cc3cccc(Cl)c3)n2c1	·	·	·	·	·	10%	i	-0.8	i
COCCCNc1oc(/C=C/c2cc(OC)c(OC)c(OC)c2)nc1C#N	-28%	-11%	·	-10%	-2%	15%	·	·	·
COc1ccc(S(=O)(=O)N2CCN(S(=O)(=O)c3ccc4c(c3)OCCO4)CC2)cc1C	-9%&4%	-16%&-7%	-1%	7%&-16%	3%&1%	-0.2%	i	0.1	i
COc1cc(C(=O)Nc2nccs2)c(Br)c(OC)c1OC	4%	-8%	-1%	8%	-7%	-0.1%	i	-0.6	?
Cc1ccc(N/C=C(\[N+](=O)[O-])S(=O)(=O)c2ccccc2)cc1	7%	4%	-2%	1%	2%	0.0%	i	-1.7	i
COc1cc(OC)c(C2C(C#N)=C(N)OC3=C2C(=O)CC(C)C3)cc1OC (centres undefined)	-21%	8%	-1%	-3%	-10%	0.4%	i	-1.8	i
CCOC(=O)C1CCCN(c2c(C(=O)c3ccc(OCC)cc3)cnc3ccccc23)C1 (centres undefined)	-36%	14%	·	-28%	?	-2.9%	·	·	i
Cc1ccc(C)c(NC(=O)CN(C)C(=O)/C=C/c2ccco2)c1	2%	11%	4%	-6%	2%	6.1%	i	1.4	i
Cc1c(NC(=O)c2ccc3c4c(cccc24)CC3)c(=O)n(-c2ccccc2)n1C	3%	4%	-1%	2%	-2%	-0.1%	i	-1.6	i
CC1(C)Cc2nc(-c3ccccc3)nc(SCC(O)CO)c2CO1 (centres undefined)	45%	-9%	3%	21%	-2%	0.1%	i	-1.3	i
Cc1ccn2c(=O)nc(SCC(=O)NCc3ccc4c(c3)OCO4)nc2c1	1%	11%	-2%	-17%	9%	2.3%	i	2.5	i
O=c1c2ccccc2nnn1Cc1cccc2ccccc12	-4%	?	-6%	-6%	27%	-0.5%	i	-2.4	i
Cc1ccc(C)c(NC(=S)NCCc2ccc(S(N)(=O)=O)cc2)c1	-14%	3%	·	4%	-3%	-0.8%	i	-2.5	i
CC1=NN(c2ccccc2)C(=O)/C1=C/c1ccc(-c2ccc(C)c(C(=O)O)c2)o1	-5%	4%	·	0%	-1%	-1.0%	i	-4.3	i
COC(=O)c1ccc2nc(-c3cccc(Cl)c3)c(Cc3ccccc3)n2c1	·	·	·	·	·	19%	i	-1.9	i
CC(C)C1C(=O)N(Cc2cn(CCC3OCCCO3)nn2)CCS(=O)(=O)N1Cc1ccc(-c2ccncc2)cc1 (centres undefined)	-4%	·	·	10%	·	0.4%	i	-1.3	?
Cc1cc2cc(CCNC(=O)CC(C)(C)C)c(=O)[nH]c2cc1C	1%	14%	4%	?	-2%	-0.9%	i	-1.2	i
O=C(CC1SC(N2CCOCC2)=NC1=O)Nc1ccccc1Cl (centres undefined)	12%	1%	1%	1%	-8%	-0.7%	i	0.7	i
Cn1c(N)c(C(=O)CSc2nc3ccccc3[nH]2)c(=O)n(C)c1=O	1%	-1%	1%	-1%	1%	0.9%	i	-1.3	i
CC(=O)Nc1ccc(NC(=O)C(C)OC(=O)C2(c3ccc(Cl)cc3)CCCC2)cc1 (centres undefined)	-4%	-17%	0%	-25%	3%	0.0%[9.22 µM]	i	-0.7	?

Given with two lines to a compound: part of the list above.
Value order: HepG2 tox, Nrf2 block, MmCpn inh, TGFb SMAD3 inh, A549 tox, Nrf2 activator, Akt phos inh, CCT chaperon mod, S2 tox
> Cn1c(N)c(C(=O)CSc2nc3ccccc3[nH]2)c(=O)n(C)c1=O
    1%, -1%, 1%, -1%, 1%, 0.9%, i, -1.3, i
> Cc1c(NC(=O)c2ccc3c4c(cccc24)CC3)c(=O)n(-c2ccccc2)n1C
    3%, 4%, -1%, 2%, -2%, -0.1%, i, -1.6, i
> CC(=O)Nc1ccc(NC(=O)C(C)OC(=O)C2(c3ccc(Cl)cc3)CCCC2)cc1 (centres undefined)
    -4%, -17%, 0%, -25%, 3%, 0.0%[9.22 µM], i, -0.7, ?

Next part.
SMILES	HepG2 tox	Nrf2 block	MmCpn inh	TGFb SMAD3 inh	A549 tox	Nrf2 activator	Akt phos inh	CCT chaperon mod	S2 tox
COc1ccc(/C=N/NS(=O)(=O)c2ccccc2)cc1OC(=O)c1ccc(C)cc1	-16%	9.2µM*	3%	-5%	-9%	-2.9%	i	-1.1	i
CN(C)S(=O)(=O)c1cccc(NC(=S)Nc2cc(Cl)cc(Cl)c2)c1	-11%	-2%	3%	?	2%	3.2%	i	0.3	i
Cc1cc(=O)cc(C)n1-c1ccc(Cl)cc1	-4%	-22%	2%	16%	-8%	-0.7%	i	0.5	i
CCOC(=O)CCN(Cc1cccs1)S(=O)(=O)c1ccc(Cl)cc1	-1%	18%	2%	-2%	?	-0.1%	i	1.2	i
O=[N+]([O-])c1cccc(/C=N/Nc2nc(NCc3ccccc3)nc(N3CCOCC3)n2)c1O	-48%	?	-12%	?	8%	18%	i	1.4	?
COc1ccc2[nH]cc(C(=O)CN3CCCCC3)c2c1	-5%	-6%	0%	0%	-9%	0.4%	i	0.0	i
O=C(O)Cc1sc(Nc2ccc(C(=O)O)cc2)nc1-c1ccccc1	-3%	?	·	5%	-14%	-0.1%	·	·	i
Cc1ccc2cc3cc(C(=O)N4CC(C)CC(C)C4)oc3nc2c1 (centres undefined)	-57%	10%	2%	3%	2%	-0.5%	i	0.0	i
CCCCc1ccc(NS(=O)(=O)c2cccc(C(=O)N3CCCN(C)CC3)c2)cc1	-50%	0%	2%	?	0%	4.9%	i	-0.9	i
Cc1ccc(-n2c(SCc3cccc(F)c3)nc3[nH]ncc3c2=O)cc1C	20µM*	·	·	?	-6%	-0.6%	·	·	?
O=C(Nc1ccc(F)cc1Cl)C1CCN(c2ncnc3c2nc2n3CCCCC2)CC1	-4%	-9%	·	?	2%	-0.6%	·	·	i
CCCN(CCC)CC(O)CN1C(=O)N(CN2C(=O)N(CC(O)CN(CCC)CCC)C(=O)C2(C)C)C(C)(C)C1=O (centres undefined)	-3%	?	0%	14%	-9%	-0.1%	i	-0.4	?
CCCCNC(=O)C1CCCN(c2nnc(C)c3c(C)n(-c4ccc(Cl)cc4)nc23)C1 (centres undefined)	-16%	?	·	-36%	-3%	0.2%	·	·	?
CC(=O)Nc1cccc(NC(=O)Cn2cnc3c2c(=O)n(C)c(=O)n3C)c1	-11%	-15%	·	-9%	-3%	-0.9%	·	·	i
Cc1cccc(NC(=O)N2CCC(NC(=O)C3CCCCC3)CC2)c1	11%	-16%	-3%	1%	-5%	-0.1%	i	-2.2	i
Cc1ccc(NC(=O)c2ccc(Nc3ccccc3F)nc2)cc1	-5%	9%	-5%	7%	-10%	3.5%	i	-1.4	i
CCCOc1c(Br)cc(C(=O)OCc2cc(=O)n3ccsc3n2)cc1OC	10%	1%	·	15%	0%	0.2%	i	1.0	i
O=C(NCc1ccco1)C1OCCc2ccccc21 (centres undefined)	7%	-1%	1%	?	0%	3.6%	i	2.5	i
CCOc1ccc(NC(=O)CCc2nnc3ccc(N4CCC5(CC4)OCCO5)nn23)cc1	-2%	-10%	1%	2%	0%	-0.4%	i	-1.5	i
CCOC(=O)C1=C(COC(=O)COc2cccc(C)c2C)NC(=O)NC1C (centres undefined)	1%	4%	0%	13%	3%	0.1%	i	-0.9	·
CCc1ccc(CN(C)C(=O)CCc2nnc(COc3ccccc3)o2)cc1	-2%	?	2%	-20%	-4%	6.3%	i	-0.5	?
Cc1cccc(CSCc2ccc(C(=O)O)o2)c1	18%	4%	1%	2%	-1%	0.4%	i	0.9	i
Cc1ccc(C)n1-n1c(C)nc2scc(-c3cccs3)c2c1=O	-4%	-20%	1%	-4%	-9%	3.9%	i	-0.6	i
O=C(Nc1cccc(C(=O)Nc2cccc(C(F)(F)F)c2)c1)c1ccc(=O)[nH]c1	-8%	6%	-1%	3%	0%	6.1%	i	-2.8	i
Cc1c(C(=O)NC(=S)Nc2ccc3c4c(cccc24)CC3)cccc1[N+](=O)[O-]	-30%	·	0%	-1%	-3%	-0.2%	i	-1.3	i
C=CCC(NCc1ccccc1)c1ccc(C)o1 (centres undefined)	7%	10%	·	0%	-5%	-0.3%	i	-0.3	?
CCOC(CNC(=O)CN1C(=O)COc2ccc(S(=O)(=O)N3CC(C)CC(C)C3)cc21)OCC (centres undefined)	-13%	10%	1%	-14%	2%	-0.7%	i	0.7	i
O=C(N/N=C/c1ccc(O)c([N+](=O)[O-])c1)C(O)(c1ccccc1)c1ccccc1	-2%	-14%	2%	6%	-12%	-1.1%[9.22 µM]	i	-0.7	?
CCC(=O)N1Cc2cc(C(=O)NCC(F)(F)F)nc(-c3cccc(-c4cncnc4)c3)c2[C@H]1CCO	·	·	·	·	·	0.4%	i	-0.1	i
O=C1CCC(=O)N1c1ccc(CSc2nnnn2C2CCCCC2)cc1	11%	-6%	4%	0%	2%	-0.8%	i	-4.4	?
O=S(=O)(NCC(c1ccccc1)N1CCc2ccccc21)c1ccc(Cl)cc1 (centres undefined)	-70%	?	·	?	?	0.3%	·	·	?
C[C@H](NC(=O)c1ccc(Cl)c(S(=O)(=O)N2CCOCC2)c1)c1nc2ccccc2[nH]1	4%	-5%	-1%	-7%	-1%	-0.5%	i	1.6	?
Cc1noc(C)c1S(=O)(=O)N1CCCC(C(=O)NC2CCCCC2)C1 (centres undefined)	1%	6%	0%	3%	-2%	2.1%	i	-1.9	i
CN(C)C(=O)c1ccc(NC(=O)COC(=O)CC23CC4CC(CC(Br)(C4)C2)C3)cc1	10%	3%	2%	12%	2%	-0.2%	i	-1.2	i
COc1cccc(COC(=O)C2CCN(C(=O)c3ccc(F)cc3)CC2)c1OC	1%	12%	0%	-17%	2%	-0.5%	i	-2.8	i
